DAGLB inh: diacylglycerol lipase beta (human) inhibition; Q8NCG7; HEK293T DAGLB membrane lysate, EnzChek fluorogenic substrate; inhibition, % at 5.17 µM; 0.059% of 340,000 active; AID 504411; in the data active means inhibition above about 34%;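 further: 0% = enzyme with vehicle and 100% = wells lacking enzyme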
Rtt109 Vps75: inhibitors of Candida albicans Rtt109/Vps75 histone acetyltransferase; inhibition, % at 34.9 µM; purified Rtt109/Vps75, ThioGlo CoA-SH fluorescence, 4 h; Q5AAJ8; 0.16% of 330,000 active;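 active means inhibition of at least 50% in every replicate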
Target sequence (Q5AAJ8 whole entry, looked up): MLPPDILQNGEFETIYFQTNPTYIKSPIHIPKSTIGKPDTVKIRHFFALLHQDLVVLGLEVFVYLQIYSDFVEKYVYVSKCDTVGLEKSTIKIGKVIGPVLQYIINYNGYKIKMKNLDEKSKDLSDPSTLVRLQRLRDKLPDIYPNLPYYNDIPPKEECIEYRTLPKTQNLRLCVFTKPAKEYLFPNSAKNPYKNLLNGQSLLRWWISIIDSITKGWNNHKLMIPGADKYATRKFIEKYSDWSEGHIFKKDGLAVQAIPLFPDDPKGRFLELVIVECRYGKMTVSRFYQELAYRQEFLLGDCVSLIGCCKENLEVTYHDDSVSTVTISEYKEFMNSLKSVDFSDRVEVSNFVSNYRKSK
CAL PDZ FP-1: human CAL PDZ-peptide interaction inhibition. inhibition, % at 20 µM. purified CAL PDZ, TMR-peptide fluorescence polarization, 1 h. Q9HD26. AID 504414. 0.02% of 330,000 active;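 active means highest replicate inhibition of at least 40%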;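 further: plate controls were DMSO neutral control wells for no effect and unlabeled competitor peptide control wells for full effect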
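Material – purified CerCALP PDZ construct · Detection – FP readout, S and P plane fluorescence · Measure – percent inhibition from loss of millipolarization · Controls – unlabelled peptide for full inhibition, DMSO wells as neutral · Probe or stimulus – TMR-labelled reporter peptide T*-PRC34 bound in PDZ groove · Times – 1 h at RT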
cardiac RTF act: cardiac RTF calcium sensitization; P19429+P45379; activation, % at 7.2 µM; IANBD-labeled TnC RTF fluorescence at EC20 calcium; 0% EC20 calcium, 100% full calcium; 0.24% of 340,000 active;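 active means activation above the mean over all tested compounds plus 3 SD, cut at about 30% in these data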;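 further: rise in fluorescence read as greater calcium sensitivity of cardiac thin filaments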
PKA-R2B act: activators of human PKA-R2B complex. PKA-R2B holoenzyme dissociation, Cy5-IP20 fluorescence polarization; R2B truncated from residue 108, S112A mutant; 0% DMSO only, 100% 113 µM cGMP. P22694+P31323. 0.079% of 340,000 active. activation, % at 11.4 µM;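 active means activation above a cutoff set at the mean over all compounds plus 3 SD, cut at about 18% in these data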;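 further: higher means more holoenzyme dissociation and a rise in polarization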
Keap1-Nrf2 PPI: Keap1-Nrf2 (human) interaction inhibition; Keap1 Kelch-Nrf2 peptide fluorescence polarization, 1536-well; inhibition, % at 9.4 µM; 0.15% of 340,000 active; AID 504523; in the data active means inhibition above about 12%;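 further: human Keap1 Kelch domain with fluorescein labeled Nrf2 9mer peptide probe; 0% = neutral control wells and 100% = peptide positive control; higher means more block of Keap1 binding to Nrf2 peptide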
Target sequence (Q14145 whole entry, looked up, the tested form may be a part): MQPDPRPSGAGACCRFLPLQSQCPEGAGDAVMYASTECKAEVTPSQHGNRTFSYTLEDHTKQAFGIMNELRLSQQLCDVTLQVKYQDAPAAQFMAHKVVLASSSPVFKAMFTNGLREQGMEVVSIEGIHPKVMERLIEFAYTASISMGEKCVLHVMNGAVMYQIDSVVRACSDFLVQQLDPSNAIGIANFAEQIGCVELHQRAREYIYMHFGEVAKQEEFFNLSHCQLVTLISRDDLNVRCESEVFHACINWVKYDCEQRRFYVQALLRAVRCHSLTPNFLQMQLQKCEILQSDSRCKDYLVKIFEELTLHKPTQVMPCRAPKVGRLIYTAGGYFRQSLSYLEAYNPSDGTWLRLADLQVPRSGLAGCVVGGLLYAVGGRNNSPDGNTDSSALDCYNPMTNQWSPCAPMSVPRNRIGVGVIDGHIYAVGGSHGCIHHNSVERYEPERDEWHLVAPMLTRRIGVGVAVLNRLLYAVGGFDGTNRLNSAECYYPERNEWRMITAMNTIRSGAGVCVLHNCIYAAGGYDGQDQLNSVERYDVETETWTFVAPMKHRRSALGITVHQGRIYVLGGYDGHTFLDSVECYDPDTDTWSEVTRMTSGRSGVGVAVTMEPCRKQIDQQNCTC
LANA DNA inh: blocks KSHV LANA C-terminal domain binding to DNA; inhibition, % at 9 µM; 0.078% of 340,000 active; MBP-C-LANA/FAM-LBS DNA binding, fluorescence polarization;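 active means highest replicate inhibition at or above 60% at 9 µM, even if other replicates fall short; inactive means all replicates below 60% inhibition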;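 further: 0% = neutral control wells and 100% = 4 µM acridine orange control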
SR-BI uptake up: activators of SR-BI mediated HDL lipid uptake; CHO ldlA[mSR-BI] cells, DiI-HDL uptake fluorescence, 3 h; 100 = double the neutral-control signal; activation, % at 12.5 µM; 0.096% of 320,000 active;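 active means mean replicate activation of at least 60% and every replicate at or above 60%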;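 further: 0% = median plate neutral-control signal and 100% = twice that signal; values of inactives mirror those of a sister screen read the other way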
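Assay system: LDL receptor-deficient CHO ldlA cells overexpressing murine SR-BI / Medium: BSA-supplemented, HEPES-buffered Ham's F12, pH 7.4 / Probe or stimulus: DiI-labelled HDL at 10 µg/mL final / Timing: compound with DiI-HDL co-incubation, 3 h at 37 °C / Technique: bottom-read cell fluorescence after medium removal, ex 550/em 595 nm / Measure: HDL uptake via cellular fluorescence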
Cardiac RTF inh: cardiac RTF calcium desensitization; AID 493244; inhibition, % at 7.15 µM; P19429+P45379; 0.12% of 340,000 active; IANBD-labeled cardiac RTF, Ca2+ fluorescence;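 active means inhibition above the mean inhibition of all tested compounds plus 3 SD, cut at about 17% in these data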;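 further: assay run at fixed EC70 calcium of 1.6 mM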
CAL PDZ FP-2: CAL PDZ (human) peptide binding inhibition; Q9HD26; purified CAL PDZ, TMR-peptide fluorescence polarization, 1 h; inhibition, % at 24.9 µM; 0.92% of 300,000 active; AID 602252;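 active means mean inhibition of at least 30% with at least half of replicates also reaching 30%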;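 further: 0% = DMSO neutral control and 100% = excess unlabeled competitor peptide PRC23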
* marks the source's active call; other numbers are inactive results; nt = not tested or not shown.

item	molecule	DAGLB inh	Rtt109 Vps75	CAL PDZ FP-1	cardiac RTF act	PKA-R2B act	Keap1-Nrf2 PPI	LANA DNA inh	SR-BI uptake up	Cardiac RTF inh	CAL PDZ FP-2
1	O=C(Nc1ccn(Cc2ccccc2)n1)c1cccc(Cn2cc([N+](=O)[O-])cn2)c1	1	14	-3.2	-1	-11	-2	-0.4	-38	4	-1
2	CCOC(=O)c1ccc(NC(=O)Nc2ccc3c4c(cccc24)C(=O)N3CC)cc1	2	-6	-1.9	0	-2	3	0.6	-23	-3	-1
3	O=C(CCl)N(CCCNC(=O)C(F)(F)F)c1ccc([N+](=O)[O-])cc1	3	-2	-0.9	-3	9	-1	0.9	1	-5	1
4	CCCC(=O)N1CCN(c2ccc(NC(=O)C(C)(C)C)cc2)CC1	-5	-10	-0.3	4	0	2	-1.2	3	-3	2
5	CCN(CC)S(=O)(=O)c1cc(NC(=O)CN2C(=O)NC3(CCCc4ccccc43)C2=O)ccc1C (centres undefined)	1	17	-2.6	-4	-9	1	1.0	-24	-8	-2
6	O=C(Cn1cnc2c(NC(=O)OCc3ccccc3)ncnc21)NCCN1CCOCC1	0	-5	1.3	-2	-4	-2	0.8	2	-3	-2
7	COc1ccc(S(=O)(=O)N2CCc3ccccc3C2)cc1	-5	-16	0.3	-4	-12	-1	-0.4	-3	3	nt
8	Cc1nc2ccccn2c1C(=O)CSc1cccc(Cl)c1	-1	3	-0.1	2	-12	-1	-0.6	-13	-6	nt
9	Cc1cc(OCC(=O)Nc2ccccc2F)nc(C(C)C)n1	-1	3	-0.3	10	5	-1	-0.5	28	-17	0
10	CCCc1cc2c(=O)c(-c3ccc4c(c3)OCCO4)coc2cc1OC(=O)c1ccco1	2	1	-3.0	8	-8	-3	1.0	2	-10	-1
11	Cc1ccsc1-c1nc(CN2CCN(C)C(=O)[C@@H]2C)c(C)o1	-3	3	-0.7	11	3	0	0.1	-1	-12	nt
12	COC(=O)c1ccc(NC(=O)c2ccccc2-c2ccccc2C(=O)O)cc1	5	-16	2.9	3	-4	7	2.7	34	-2	-3
13	Cc1ccc(S(=O)(=O)Nc2cc(C(=O)O)ccc2N2CCCCC2)cc1	3	15	-0.7	3	4	7	-1.8	31	-2	-5
14	O=C(Cc1c(F)cccc1Cl)NNC(=O)c1ccccc1Cl	1	-9	-1.1	0	1	-2	0.6	12	0	-2
15	CCOC(=O)c1ccc(NC(=O)C2=C(C)Nc3nc(CCCO)nn3C2c2ccc(OC)cc2)cc1 (centres undefined)	-2	1	-0.8	-4	9	1	-0.8	12	11	2
16	CCCCN(C(=O)c1cc(CN2C(=O)c3ccccc3C2=O)ccc1OC)c1c(N)n(CC(C)C)c(=O)[nH]c1=O	1	9	-0.5	1	10	2	0.3	-18	-5	-2
17	CN1CCN(c2ccc([N+](=O)[O-])cc2/C=N/NC(=O)c2ccc(F)cc2)CC1	-3	5	-0.1	-1	-13	1	-1.3	-8	-3	-4
18	CCN(CC)S(=O)(=O)c1cccc(NC(=O)c2ccc(C#N)cc2)c1	1	8	-1.8	12	-18	-3	0.4	-77	-12	6
19	Cc1c(C(=O)NCCCN2CCOCC2)oc2c1C1(CCC2)SCCS1	2	4	-1.9	11	-5	-2	0.7	19	-16	-4
20	O=C(/C=C/Nc1ccccc1)c1ccccc1	-7	4	-0.2	3	4	1	-4.3	-4	-10	-7
21	O=C(NC(=O)c1ccc(C(F)(F)F)cc1)Nc1ccc(-c2cnco2)cc1	-5	1	-0.3	5	-2	-3	0.8	-1	4	-4
22	COc1ccc(S(=O)(=O)N2CCN(C)CC2)cc1NC(=O)c1ccccc1F	0	1	-2.6	0	4	-1	0.9	nt	-5	-14
23	COc1ccccc1Cn1cccc1C=O	-2	-4	0.0	0	-4	-3	-0.9	1	-4	nt
24	CCCCCCN(C(=O)CCCN1C(=O)NC(c2ccc(-c3ccccc3)cc2)C(C(=O)OCc2ccccc2)=C1C)C(C)C(=O)NCCCC (centres undefined)	-7	-5	-0.2	-2	7	2	1.2	10	-4	-3
25	COc1ccccc1Cc1nc(-c2ccc(Br)o2)no1	-10	2	-0.5	-3	-5	-5	-1.6	-7	-8	-3

Following part.
item	molecule	DAGLB inh	Rtt109 Vps75	CAL PDZ FP-1	cardiac RTF act	PKA-R2B act	Keap1-Nrf2 PPI	LANA DNA inh	SR-BI uptake up	Cardiac RTF inh	CAL PDZ FP-2
26	CCC1CCCCN1CCCNC(=O)c1ccc2c(=O)n(Cc3ccc(OC)cc3)c(=O)[nH]c2c1 (centres undefined)	4	10	-4.7	5	0	0	-0.3	-3	-6	-3
27	Cn1c(SCC(=O)NC(=O)NCc2ccco2)nnc1C(F)(F)F	-3	-23	-1.0	-1	-3	-4	1.7	-13	-9	-3
28	c1ccc(C(c2ccccc2)N2CCN(Cc3nnnn3C3CCCCC3)CC2)cc1	-8	1	nt	-1	-4	-3	-1.6	-23	1	-1
29	CCCOc1ccc(C(CC(=O)O)NC(=O)Cc2ccccc2)cc1 (centres undefined)	1	-2	-0.6	3	-4	1	0.6	10	-3	-1
30	O=C(NC(NC(=S)Nc1ccccc1O)C(Cl)(Cl)Cl)c1ccco1 (centres undefined)	4	-7	-1.3	-3	-2	-6	1.8	18	6	-2
31	CNC(=S)N(CCO)Cc1cc2cc3c(cc2[nH]c1=O)OCCO3	0	nt	0.0	15	-9	-10	-0.9	22	-6	1
32	COc1cc(S(=O)(=O)N2CCN(c3ccccc3)CC2)ccc1F	-8	3	0.5	0	4	1	-2.7	14	-2	-1
33	CCOC(=O)CNC(=O)c1sc(NC(=O)/C=C/c2ccccc2)nc1C	1	0	0.6	-3	-5	-4	-0.8	nt	-14	1
34	CC1CC(C)CN(c2ncc3c(n2)CC(c2ccccc2Cl)CC3=O)C1 (centres undefined)	-5	-9	-0.5	2	-3	-1	-0.5	-35	2	-8
35	Cn1c(/C(C#N)=N/O)nc2ccccc21	-1	-6	-0.5	-4	11	5	2.9	0	-12	3
36	Cc1ccc(NC(=O)CN2C(=O)S/C(=C\c3ccc(-c4cccc(C(=O)O)c4C)o3)C2=O)cc1C	5	nt	-1.5	3	1	0	5.0	-6	-4	4
37	CC(C)(C)NC(=O)CN(Cc1ccc2c(c1)OCO2)C(=O)CCC(=O)Nc1nccs1	2	-1	-1.1	1	3	0	2.6	4	-16	-4
38	CC(C)(C)c1ccc(C(=O)C2CCCN(C(=O)CN3CCCC3=O)C2)cc1 (centres undefined)	1	0	-2.1	-6	-4	1	0.2	10	9	-7
39	O=C(NC1CCCCC1)C1CCC(CNS(=O)(=O)c2cccc3nsnc23)CC1 (centres undefined)	-2	-4	0.0	1	-6	-8	0.0	-23	-10	nt
40	CN(Cc1ccc(Cl)cc1)C(=O)c1cc(S(=O)(=O)N2CCOCC2)ccc1N1CCCC1	-2	15	-2.5	-5	3	-3	-0.8	7	-8	-1
41	N#CCCN(Cc1ccccc1)C(=S)NC(=O)c1ccccc1	2	-1	-2.0	4	-4	2	0.4	9	-2	nt
42	O=C(NCCS(=O)(=O)N1CCc2ccccc2C1)c1ccccc1	-3	-10	-2.4	2	-1	-4	-0.7	10	-2	-1
43	Cc1ccc(NC(=O)C2C3C=CC4(O3)C2C(=O)N(CCCN2CCCC(C)C2)C4C(=O)NC2CCCCC2)cc1 (centres undefined)	-1	-12	-1.4	-5	2	1	-0.6	nt	10	5
44	O=C(Nn1c(SCc2cccc([N+](=O)[O-])c2)nc2ccccc2c1=O)c1ccccc1	5	8	-1.1	11	-4	6	1.5	13	-10	nt
45	CC1=C(C(=O)OC(C)C)C(c2ccncc2)n2ncnc2N1 (centres undefined)	-2	3	0.1	4	8	-4	-0.2	nt	-5	1
46	CCn1cc(C(=O)C(F)(F)F)c2ccccc21	-1	0	-0.5	-1	7	1	-0.9	-8	4	-4
47	CCN(Cc1ccccc1)C(=O)C(=O)c1cn(CC(=O)N2CCCC2)c2ccccc12	-1	4	1.0	-2	-12	-6	1.3	-2	-1	nt
48	CCCC[C@@]1(C2CCCC2)Cc2cc(OCC(=O)O)c(Cl)c(Cl)c2C1=O	21	-2	-0.3	-1	-2	-8	-2.2	-6	2	-4
49	CC(C)NC(=O)NC(=O)CSc1ccc(S(=O)(=O)N2CCCC2)cn1	0	-8	0.3	2	2	-5	1.1	14	-1	-2
50	Cc1ccc(-c2nnc(N(C)C(=O)c3ccccn3)s2)cn1	-2	6	-0.2	5	1	-7	-1.1	6	-12	nt

The results go on:
item	molecule	DAGLB inh	Rtt109 Vps75	CAL PDZ FP-1	cardiac RTF act	PKA-R2B act	Keap1-Nrf2 PPI	LANA DNA inh	SR-BI uptake up	Cardiac RTF inh	CAL PDZ FP-2
51	O=C(CCSc1nc2ccccc2o1)Nc1ccccc1	-4	nt	-3.4	2	-1	-2	-1.9	12	-11	16
52	CNC(=O)c1csc(-c2ccccc2)n1	-2	-1	0.2	0	-3	-2	0.2	-17	-6	-2
53	O=C(NC(Nc1cc(C(F)(F)F)ccc1Cl)C(=O)c1ccccc1)c1ccccc1 (centres undefined)	-8	-4	0.5	3	-8	1	0.6	-65	-7	3
54	CC(C)(C)c1ccc(COC(=O)CNC(=O)CNC(=O)Cc2ccccc2)cc1	0	-13	-3.0	1	-3	4	-2.1	21	-9	-4
55	CCOC(=O)C1=CN(CC)S(=O)(=O)NC1c1ccc2ccccc2c1 (centres undefined)	1	0	0.1	0	-1	6	-1.6	17	-7	-1

Source: PubChem (several laboratories)
